Platelet DG rel: modulates dense granule release in human platelets; human platelet-rich plasma, SFLLRN dense granule ATP release, luminescence; inhibition, %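 (compounds screened at 7.5 µM in platelet-rich plasma)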; 300,000 tested, 0.22% active; AID 1663;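 active = mean replicate score, as percent of positive control, at or above 50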
PolyA inh: inhibitors of polyadenylation in S. cerevisiae; S. cerevisiae SKY197-pL101 polyadenylation reporter, beta-gal luminescence; efflux-impaired pdr1/pdr3 knockout yeast; score 100 = 6 SD above DMSO; calls only at 12 µM; 300,000 tested, 0.02% active; AID 1875;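 active = lowest replicate activity score at least 50, where 100 means six control SD above control mean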;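 note: yeast exposed to compound for 9 h at 30 °C; higher score means more reporter readthrough which indicates perturbed polyadenylation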
KCNK9 block: blocks the human KCNK9 two-pore domain potassium channel; AID 488922; 310,000 tested, 1.2% active; Q9NPC2; HEK293 KCNK9, FluxOR thallium flux fluorescence; stronger effect = lower value; B-score at 10 µM;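 active = ratio B-score over 3 SD below the library mean, with starting fluorescence within 5 SD of its mean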;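 note: negative B-score means less thallium flux so channel inhibition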
Target sequence (Q9NPC2 whole entry, looked up, the tested form may be a part): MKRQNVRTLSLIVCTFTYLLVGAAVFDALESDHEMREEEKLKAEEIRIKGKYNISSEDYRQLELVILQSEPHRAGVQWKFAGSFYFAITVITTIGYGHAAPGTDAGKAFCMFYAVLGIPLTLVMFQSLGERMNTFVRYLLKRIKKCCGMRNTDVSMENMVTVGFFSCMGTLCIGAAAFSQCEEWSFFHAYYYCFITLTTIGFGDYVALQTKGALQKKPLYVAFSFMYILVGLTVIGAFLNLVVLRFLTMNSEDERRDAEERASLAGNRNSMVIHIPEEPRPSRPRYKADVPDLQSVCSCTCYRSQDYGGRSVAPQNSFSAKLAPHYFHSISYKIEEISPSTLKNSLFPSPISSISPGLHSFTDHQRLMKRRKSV
TRPC4 potent: TRPC4 (mouse) allosteric potentiation; AID 2227; B-score at 10 µM; Q9QUQ5; HEK293 TRPC4beta/mu-opioid, DAMGO EC20, Fluo-4 Ca2+ flux; stronger effect = higher value; 310,000 tested, 0.42% active;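 active = B-score of calcium response area above 5 SD of library B-scores, with initial fluorescence ratio within 5 SD of library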;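 note: B-score of integrated fluorescence ratio over time as area under calcium response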
KCNK3 inh: human KCNK3 channel inhibition, primary screen; 340,000 tested, 0.84% active; CHO-KCNK3 thallium flux, FluxOR fluorescence; stronger effect = lower value; O14649; B-score at 10 µM;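 active = B-score under library mean minus 4 SD, starting fluorescence ratio at most library mean plus 5 SD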;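 note: more negative B-score means stronger inhibition of thallium flux through KCNK3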
hERG protect: hERG (human) protection from proarrhythmic block. Q12809. 310,000 tested, 0.51% active. activation (rescue from dofetilide block), less the hit threshold, % at 10 µM. CHO-hERG, FluxOR thallium flux, dofetilide IC70 present;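 active = activation above the mean of controls blocked by dofetilide plus 5 SD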;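 note: thallium influx through hERG after potassium depolarization seen as dye fluorescence rise; in these data hits start at about 4.7%; inactives centre near -7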
KCNQ1 act: potentiates or activates the human KCNQ1 potassium channel; B-score at 10 µM; 310,000 tested, 0.35% active; P51787; AID 2648; CHO-K1 KCNQ1, thallium flux FluxOR fluorescence; stronger effect = higher value;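 active = fluorescence ratio B-score, a plate-corrected score, at least three library SD, with initial intensity B-score within 5 SD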
Target sequence (P51787 whole entry, looked up): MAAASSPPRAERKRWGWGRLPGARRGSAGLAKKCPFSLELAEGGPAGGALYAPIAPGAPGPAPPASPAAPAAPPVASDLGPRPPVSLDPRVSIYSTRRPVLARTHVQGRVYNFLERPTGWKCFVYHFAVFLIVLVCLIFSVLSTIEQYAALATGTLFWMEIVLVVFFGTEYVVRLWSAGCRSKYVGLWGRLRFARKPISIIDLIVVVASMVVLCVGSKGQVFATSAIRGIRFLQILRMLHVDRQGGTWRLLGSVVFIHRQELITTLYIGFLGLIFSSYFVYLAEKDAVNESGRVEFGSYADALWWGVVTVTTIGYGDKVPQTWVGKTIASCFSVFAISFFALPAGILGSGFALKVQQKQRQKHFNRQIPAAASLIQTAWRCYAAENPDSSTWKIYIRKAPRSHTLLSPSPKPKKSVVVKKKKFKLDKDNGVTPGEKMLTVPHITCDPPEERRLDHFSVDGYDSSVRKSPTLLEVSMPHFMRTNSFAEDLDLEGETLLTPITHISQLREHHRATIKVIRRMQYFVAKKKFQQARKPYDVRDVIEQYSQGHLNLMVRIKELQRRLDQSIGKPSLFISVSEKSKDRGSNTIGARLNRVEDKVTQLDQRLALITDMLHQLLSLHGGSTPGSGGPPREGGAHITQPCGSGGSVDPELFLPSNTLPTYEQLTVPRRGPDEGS
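Assay system: stable KCNQ1 CHO-K1 line; medium: assay buffer, equal DMSO in all wells; timing: 90 min dye loading and 20 min compound exposure, both at room temperature; technique: kinetic FluxOR thallium fluorescence, 10-s 1-Hz baseline, 110-s post-stimulus read; read-out basis: B score of baseline-normalized fluorescence ratio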
TRPC4 agonist: TRPC4 (mouse) channel activation. Q9QUQ5. HEK293 TRPC4beta/mu-opioid, Fluo4 calcium fluorescence; stronger effect = higher value. B-score at 10 µM. 310,000 tested, 0.49% active;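 active = B-score above 5 SD of library B-scores, and initial fluorescence ratio not above library mean plus 5 SD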;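 note: positive B-score marks a calcium rise read as TRPC4 activation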
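System: HEK293 cells stably co-expressing mouse TRPC4beta and mu-opioid receptor; Schedule: Fluo4 dye loading 45 min at room temperature, 110 s recording; Detection: Fluo4 fluorescence, kinetic; Evaluation: B-scored integrated calcium fluorescence ratio; Controls: buffer (low) and maximal DAMGO (high).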
TRPC4 inh: inhibitors of mouse TRPC4 channel | Q9QUQ5 | HEK293 TRPC4beta/mu-opioid, DAMGO-evoked Fluo4 calcium flux; stronger effect = lower value | B-score at 10 µM | 300,000 tested, 0.39% active | AID 2247;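 active = B-score over 3 SD under the library average, no early fluorescence shift, positive overall ratio signal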
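Assay system: HEK293 cells with stable TRPC4beta plus mu-opioid receptor expression. Dosing: single dose. Measured by: Fluo4 Ca2+ flux fluorescence. Also added: DAMGO in two steps, submaximal then maximal. Read-out: B score from integrated Fluo4 fluorescence ratio.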
Dyrk1A ADPGlo: Dyrk1A (rat) kinase inhibition. Q63470. ADP-Glo luminescence, NFATc1 peptide. inhibition, % at 12.5 µM. 310,000 tested, 0.43% active; in the data active = inhibition above about 50%;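 note: plate controls were vehicle with enzyme for no effect and no enzyme for full effect; many of its hits are not listed in these tables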
KCNQ1 inh: inhibitors of human KCNQ1 potassium channel; P51787; B-score at 10 µM; 310,000 tested, 1.3% active; AID 2642; CHO-K1 KCNQ1, FluxOR thallium flux fluorescence; stronger effect = higher value;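 active = compounds whose thallium flux B-score, printed positive for inhibition, exceeds three library SD while starting fluorescence stays within three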;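 note: channel opened by potassium depolarization with thallium stimulus after 20 min compound exposure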
* = called active by the depositor; i = inactive; . = not tested or not shown. Not all compounds are listed. The share of hits here may be higher or lower than overall.

canonical_smiles,TRPC4 agonist,Platelet DG rel,KCNQ1 inh,TRPC4 potent,KCNK9 block,TRPC4 inh,hERG protect,Dyrk1A ADPGlo,KCNK3 inh,KCNQ1 act,PolyA inh
CCOC(=O)CS(=O)(=O)CC(=O)Nc1ccc([N+](=O)[O-])cc1OC,i,-20,i,i,i,i,-4,6,i,i,i
CCCCCOC(=O)C1=C(C)NC(=O)NC1c1ccccc1 (configuration not stated),i,-1,i,i,i,i,-5,-2,i,i,i
COC(=O)c1ccccc1NC(=O)N1CCN(C/C=C/c2ccccc2)CC1,i,-2,i,i,i,i,-19,-5,i,i,i
CC(C)(C)OC(=O)[C@H](CCCCN)NC(=O)c1nc[nH]c1C(=O)NCCCCCN,i,-7,i,i,i,i,-7,5,i,i,i
O=C1CCCN1c1cccc(Br)c1,i,-7,i,i,i,i,-15,2,i,i,i
O=C(NCCc1ccccc1)C(=Cc1ccc(C(=O)O)cc1)C(=O)NCCc1ccccc1,i,-3,i,i,i,i,-12,-1,i,i,i
O=C1CC(C2CCCO2)C(=O)N1c1ccccc1 (configuration not stated),i,-2,i,i,i,i,1,.,i,i,i
COCC(C)NC(=O)CSc1nc(-c2ccccc2)c(-c2ccccc2)o1 (configuration not stated),i,2,i,i,i,i,-17,0,i,i,i
CCOC(=O)/C=C1\SCC(=O)N1CC(=O)NC(C)C,i,0,i,i,i,i,-8,-2,i,i,i
CCCCC(CC)CNC(=O)CCCCn1c(=O)[nH]c2ccsc2c1=O (configuration not stated),i,-3,i,i,i,i,-11,2,i,i,i
Nc1nncn1C(=O)CCCOc1ccccc1,i,-8,i,i,i,i,-3,0,i,i,i
COc1ccc(/C=N/NC(=O)c2cc3c(ccc4ccccc43)o2)c(OC)c1,i,-7,18*,i,i,i,-23,3,i,i,i
Cc1cccc(NC(=S)N2CCN(Cc3ccccc3)CC2)c1C,i,0,i,i,i,i,-8,2,i,i,i
Cc1ccc(NC(=O)CNc2ccc(N3CCOCC3)cc2)cc1S(=O)(=O)N(C)C,i,0,i,i,i,i,3,-4,i,i,i
FC(F)(F)c1cnc(-c2cnc(-c3ccncc3)nc2)c(Cl)c1,i,16,i,i,i,i,-5,2,i,i,i
O=C(COC(=O)CC1CCCC1)Nc1cc2c(cc1Cl)C(=O)c1ccccc1C2=O,i,5,i,i,i,i,-3,-4,i,i,i
CC(=O)NCC(=O)OCC(=O)c1ccc(Br)cc1,i,3,i,i,i,i,-6,2,i,i,i
NC(=O)Cc1ccc(C(=O)c2ccccc2F)s1,i,6,i,i,i,i,-5,3,i,i,i
O=C(O)c1c2c(nc3ccccc13)/C(=C/c1ccc(O)cc1)CC2,i,-8,i,i,i,i,-9,4,i,i,i
O=C(COc1ccccc1[N+](=O)[O-])NC1CC1,i,-6,i,i,i,i,-6,-6,i,i,i
COC(=O)/C(=C/c1ccco1)NC(=O)c1ccc(Br)o1,i,2,i,i,i,i,-4,0,i,i,i
Cc1occc1-c1nnc(SCCNCCO)o1,i,1,i,i,i,i,-8,-6,i,i,i
Cc1ccc(CNC(=O)/C=C/c2ccccc2Cl)cc1,i,-3,i,i,i,i,-2,6,i,i,i
COc1cc(OC)cc(C(=O)Nc2cccc(-c3ccc4nncn4n3)c2)c1,i,13,i,i,i,i,-10,.,.,i,i
CC1=NN(c2nc(-c3ccccc3)cs2)C(=O)C1,i,-2,i,i,i,i,-2,-4,i,i,i
COC(=O)c1cn(NC(=O)Cc2ccccc2OC)c(=O)c2ccccc12,i,6,i,i,i,i,-4,-2,i,i,i
CCCCc1nc2sc3c(c2c(=O)n1NC(=O)c1ccco1)CC(C)(C)OC3,i,-4,i,i,i,i,-13,-1,i,i,.
O=[N+]([O-])c1ccc(N=Nc2c(O)[nH]c3ccc(F)cc23)cc1,i,19,i,i,i,i,-7,2,i,i,i
Cc1cc(C)n(Cc2ccccc2Cl)n1,i,3,i,i,i,i,-6,.,i,i,i
CCOC(=O)c1nn(-c2cccc(OC)c2)c2nc(Nc3ccccc3)cc(=O)n12,i,-15,i,i,i,i,-18,-7,i,i,i

2 of these compounds, reformatted.
Cc1ccc(CNC(=O)/C=C/c2ccccc2Cl)cc1
  TRPC4 agonist: i
  Platelet DG rel: -3
  KCNQ1 inh: i
  TRPC4 potent: i
  KCNK9 block: i
  TRPC4 inh: i
  hERG protect: -2
  Dyrk1A ADPGlo: 6
  KCNK3 inh: i
  KCNQ1 act: i
  PolyA inh: i

COc1cc(OC)cc(C(=O)Nc2cccc(-c3ccc4nncn4n3)c2)c1
  TRPC4 agonist: i
  Platelet DG rel: 13
  KCNQ1 inh: i
  TRPC4 potent: i
  KCNK9 block: i
  TRPC4 inh: i
  hERG protect: -10
  Dyrk1A ADPGlo: .
  KCNK3 inh: .
  KCNQ1 act: i
  PolyA inh: i

The results go on:
canonical_smiles,TRPC4 agonist,Platelet DG rel,KCNQ1 inh,TRPC4 potent,KCNK9 block,TRPC4 inh,hERG protect,Dyrk1A ADPGlo,KCNK3 inh,KCNQ1 act,PolyA inh
O=c1c(-c2ccc([N+](=O)[O-])cc2)coc2c(O)c(O)ccc12,i,2,i,i,i,i,-9,-2,i,i,i
Cc1ccc(CNS(=O)(=O)c2c(C)nc3scc(C)n3c2=O)cc1,i,4,i,i,i,i,-7,.,i,i,i
Cc1ccc(C(=O)/C=C/NNC(=O)c2ccccc2O)cc1,i,1,i,i,i,i,-6,-3,i,i,.
CCC(=O)Nc1cc(C(=O)OCC(=O)c2ccccc2)ccc1C,i,-2,i,i,i,i,-7,6,i,i,i
Cc1ccc(/C=C2/N=C(c3ccccc3)NNC2=O)cc1,i,-14,i,i,i,i,-11,.,i,i,i
CC(C)n1c(SCC(=O)Nc2ccccc2N2CCCCC2)nc2c1c(=O)n(C)c(=O)n2C,i,7,i,i,i,i,-7,5,i,i,i
O=C(CN1CCOc2ccccc21)NCc1ccco1,i,0,i,i,i,i,-10,4,i,i,i
O=C(c1ccc(OCC2CCCO2)cc1)N1CCc2ccccc2C1 (configuration not stated),i,3,i,i,i,i,-15,.,i,i,i
COc1cccc(C(C(=O)NC2CCCC2)N(C(=O)c2ccco2)c2ccccc2)c1OC (configuration not stated),i,0,i,i,i,i,-12,6,i,i,i
CCOc1nc(C)ccc1-c1noc(-c2ccncc2)n1,i,-1,i,i,i,i,-8,-3,i,i,i
COc1ccc(CCNC(=O)c2ccc(Br)cc2)cc1,i,-1,i,i,i,i,-4,-1,i,i,i
O=C(NNc1ccccn1)C(=O)NNS(=O)(=O)c1ccc(Cl)cc1,i,-3,i,i,i,i,-6,-16,i,i,i
CCOc1ccc2nc(SC3CC(=O)N(c4ccccc4)C3=O)sc2c1 (configuration not stated),i,-2,i,i,i,i,-8,1,i,i,i
COc1cc2cc(CN(C(=O)Nc3ccccc3)C3CCCC3)c(=O)[nH]c2cc1OC,i,0,i,i,i,i,-3,5,i,i,i
CCCC(CCC)=NNc1ccc(S(=O)(=O)Nc2ccccc2OC)cc1[N+](=O)[O-],i,-15,i,i,i,i,-6,1,i,i,i
CCOc1ccc(NC(=O)N2CC=C(n3c(=O)[nH]c4ccccc43)CC2)cc1,i,3,i,i,i,i,-29,2,i,i,i
Cc1cc(NC(=O)CSc2ccc3c(c2)OCCO3)no1,i,2,i,i,i,i,-5,0,i,i,i
CC(=O)C1=C(C)NC(SCC(=O)c2ccc(F)cc2)=C(C#N)C1c1ccco1 (configuration not stated),i,1,i,i,i,i,-8,.,i,i,i
C=C(C)C1Cc2c(C)nn(-c3ccccn3)c2C1 (configuration not stated),i,-59,i,i,i,i,-5,7,i,i,i
CC(C)C(=O)NNC(=O)c1csc(-c2cccs2)n1,i,19,i,i,i,i,-6,-8,i,i,i
O=C(Nc1cccnc1)c1cccc(S(=O)(=O)N2CCOCC2)c1,i,3,i,i,i,.,-7,3,i,i,i
CCOC(=O)CCc1c(C)n[nH]c1C,i,0,i,i,i,i,-5,4,i,i,i
COc1cc(/C=N/n2cnn(Cc3ccccc3Cl)c2=S)cc(OC)c1OC,i,3,i,i,i,i,-2,-2,i,i,i
O=C(/C=C/c1cccs1)N1CCC2(CC1)Oc1ccc(F)cc1C(=O)C21CC(c2ccccc2)=NO1 (configuration not stated),i,0,i,i,i,i,-10,2,i,i,i
OC(CNCc1cccc(Cl)c1)c1ccccc1 (configuration not stated),i,3,i,i,i,i,-5,-3,i,i,i
CC(=O)Nc1ccc(NC(=O)Cn2cnc3c(nnn3Cc3ccc(F)cc3)c2=O)cc1,i,-3,i,i,i,i,-8,1,i,i,i
COc1cccc(C(=O)Nc2ccc(C)cc2)c1,i,17,i,i,i,i,-14,3,i,i,i
Cc1cc(C)cc(NC(=O)N2CCC(NC(=O)c3ccco3)CC2)c1,i,16,i,i,i,i,-6,13,i,i,i
O=c1[nH][nH]c(C(F)(F)F)c1C=NCc1cccs1,i,10,i,i,i,i,0,0,i,i,i
COc1ccc(C(C)=O)c2c1OCCO2,i,2,i,i,i,i,-10,1,i,i,i
CC1(C)CC(=O)C=C(NCCc2ccc(S(N)(=O)=O)cc2)C1,i,8,i,i,i,i,-6,1,i,i,i
O=C(COc1ccccc1)NNC(=S)NC(=O)c1ccc(Cl)cc1Cl,69*,0,i,i,i,i,-23,.,.,i,i
CC1(C)SC2c3ccccc3C(=O)N2[C@@H]1C(=O)NC1CC1 (some centres not stated),i,0,i,i,i,i,0,-2,i,i,i
FC(F)(F)c1ccc(N2CCOCC2)c(Nc2nc3ccccc3n3cnnc23)c1,i,-5,i,i,-7.2*,i,-4,-3,i,i,i
O=C(CN1C(=O)COc2ccc(S(=O)(=O)N3CCCCC3)cc21)NCc1ccc(Cl)cc1,i,-33,i,i,i,i,-6,2,i,i,i
CC1=NNC(=O)C1CC(=O)N/N=C(/C)c1cccc([N+](=O)[O-])c1 (configuration not stated),i,24,i,i,i,i,3,3,i,i,i
CCc1ccc(NC(=O)C(=O)NCC2CCCO2)cc1 (configuration not stated),i,1,i,i,i,i,-13,3,i,i,i
COc1ccc(Cl)cc1Nc1nc(N)c2ccccc2n1,i,5,i,i,i,i,-19,-8,i,i,i
COc1ccc(C2C(C#N)=C(N)OC3=C2C(=O)CC(C)(C)C3)c(OC)c1OC (configuration not stated),i,-4,i,i,i,i,-7,-7,i,i,i
